CHRM1 antagonist = blocks human M1 muscarinic receptor | inhibition, % at 3 µM | CHO-K1 hM1, Fluo-8 calcium fluorescence, ACh EC80 antagonist | P11229 | 360,000 compounds, 1.3% hits | AID 588852;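 active = percent inhibition above its own plate's cutoff, namely the mean of that plate's compound wells plus 3 SD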;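 note: peak over basal fluorescence ratio during 140 s after agonist addition; 0% = ACh EC80 plus DMSO and 100% = DMSO alone without agonist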
Target sequence (P11229 whole entry, looked up): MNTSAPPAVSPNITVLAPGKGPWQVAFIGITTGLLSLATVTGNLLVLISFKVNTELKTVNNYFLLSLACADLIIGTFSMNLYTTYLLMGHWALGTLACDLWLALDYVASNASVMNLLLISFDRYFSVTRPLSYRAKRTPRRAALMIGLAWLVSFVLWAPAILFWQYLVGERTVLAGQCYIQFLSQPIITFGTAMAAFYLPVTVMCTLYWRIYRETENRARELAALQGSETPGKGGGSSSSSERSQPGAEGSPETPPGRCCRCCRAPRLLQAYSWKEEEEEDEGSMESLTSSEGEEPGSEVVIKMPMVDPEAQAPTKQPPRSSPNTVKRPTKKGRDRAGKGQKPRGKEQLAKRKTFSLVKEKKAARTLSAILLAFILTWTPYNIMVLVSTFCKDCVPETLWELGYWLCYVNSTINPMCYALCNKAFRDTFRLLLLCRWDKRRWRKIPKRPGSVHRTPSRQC
OXTR agonist = activates the human oxytocin receptor; CHO-OTR cells, Fluo-8 calcium fluorescence; normalized: DMSO 0%, oxytocin 100%; AID 2435; P30559; activation, % at 3 µM; 320,000 compounds, 0.32% hits;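 active = activation above the mean of all tested compounds plus 3 SD, cutoff set per screening run, cut at about 20% in these data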;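 note: peak over basal fluorescence ratio from a 100 s FLIPR kinetic read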
Target sequence (P30559 whole entry, looked up): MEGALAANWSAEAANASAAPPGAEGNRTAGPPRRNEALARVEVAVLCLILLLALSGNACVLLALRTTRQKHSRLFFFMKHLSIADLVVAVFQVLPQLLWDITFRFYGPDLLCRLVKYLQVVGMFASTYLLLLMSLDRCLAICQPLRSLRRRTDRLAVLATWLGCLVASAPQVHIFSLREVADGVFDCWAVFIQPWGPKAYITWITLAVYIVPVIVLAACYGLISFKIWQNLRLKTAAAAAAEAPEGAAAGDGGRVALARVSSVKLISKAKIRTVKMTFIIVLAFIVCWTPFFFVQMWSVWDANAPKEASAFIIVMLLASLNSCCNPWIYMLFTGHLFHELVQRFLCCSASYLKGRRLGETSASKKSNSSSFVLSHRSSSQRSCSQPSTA
TAAR1 ag = human TAAR1 agonism | Q96RJ0 | CHO RD-HGA16 TAAR1, Fluo-8 calcium fluorescence; vehicle wells 0%, saturating PEA agonist 100% | activation, % at 3 µM | 360,000 compounds, 0.99% hits;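 active = activation above the mean activation of all test compounds in the run plus 3 SD, cut at about 38% in these data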
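Signal – calcium-sensitive Fluo-8 signal, excitation 470-495, emission 515-575 nm · System – RD-HGA16 (CHO) cells co-expressing Gα16 and hTAAR1 · Incubation – 17-24 h seeding, 75 min 37 °C dye, 30 min RT · Compound dosing – 3 µM single concentration · Repeats – no replicates (n 1)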
CHO parental Ca = signal in parental CHO cells, OX1R antagonist counter-screen; parental CHO-K1, ATP-induced calcium, Fluo-8 fluorescence; inhibition, % at 5.6 µM; 330,000 compounds, 0.63% hits; AID 463079;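 active = inhibition above that plate's mean sample inhibition plus 3 SD, cut at about 26% in these data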;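 note: 0% = ATP-challenged DMSO wells and 100% = DMSO wells without ATP; some compounds past the cut are filed as inactive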
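Assay system: parental CHO cells; Read-out basis: percent inhibition of ATP-evoked calcium rise, normalized to controls; Benchmarks: ATP and no-ATP DMSO wells; Compound dosing: single nominal dose of 5.6 µM per compound; Signal: Fluo-8 calcium dye fluorescence; Also added: ATP as calcium-mobilizing challenge; Repeats: singlicate.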
M1 ag = human M1 muscarinic receptor agonism; activation, % at 3 µM; AID 588814; 360,000 compounds, 0.33% hits; P11229; CHO-K1 hM1, Fluo-8 calcium fluorescence, agonist mode; 0% DMSO, 100% acetylcholine EC100;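 active = activation above the run's mean compound activation plus 3 SD, cut at about 16% in these data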;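 note: peak over basal fluorescence ratio within a 140 s kinetic read after compound addition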
OXTR potentiator = human OXTR potentiation | P30559 | CHO-OTR cells, Fluo-8 calcium fluorescence, potentiator mode; 0% = oxytocin EC15, 100% = EC100 | activation, % at 3 µM | 320,000 compounds, 0.061% hits;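 active = activation above that plate's cutoff, the mean activation of tested compounds plus 3 SD, cut at about 6.6% in these data, passing the limit was not always enough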;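 note: 100% uses oxytocin at 75 nM as the full agonist control; some results filed as inactive read as strong as hits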
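Replication – single well per compound, singlicate · Assay system – CHO cell line stably expressing human OTR · Timing – 6 min pre-incubation, 100 s read · Measure – normalized max/min fluorescence ratio, % activation · Doses – 3.0 µM, one dose · Detection – Fluo-8 calcium dye fluorescence · Probe or stimulus – oxytocin near EC15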
M1 PAM = human CHRM1 positive allosteric modulation | activation, % at 3 µM | 360,000 compounds, 0.088% hits | CHO-K1 hM1, Fluo-8 calcium fluorescence, ACh EC20; 0% = ACh EC20, 100% = maximal ACh | P11229 | AID 588819; in the data active = activation above about 19%, passing the limit was not always enough
V1R ag counter = counter-screen for oxytocin receptor agonists: human V1a receptor agonists; AID 2797; activation, % at 3 µM; P37288; 320,000 compounds, 0.25% hits; CHO-V1R cells, Fluo-8 calcium fluorescence, agonist mode; 0% DMSO, 100% 3 nM vasopressin;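 active = activation above the mean activation of all tested compounds plus 3 SD, per screening run, cut at about 20% in these data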;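 note: signal is peak over basal fluorescence ratio across a 100 second FLIPR read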
TAAR1 antagonist = antagonists of human TAAR1. CHO RD-HGA16 TAAR1, Fluo-8 calcium fluorescence, antagonist. inhibition, % at 3 µM. 360,000 compounds, 1.5% hits. AID 624466;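 active = inhibition above a per-plate cutoff, the mean inhibition of test compounds on that plate plus 3 SD, cut at about 49% in these data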;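 note: 0% = DMSO plus EC80 beta-PEA response and 100% = DMSO alone without agonist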
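test system = CHO RD-HGA16 cells bearing hTAAR1 | replication = singlicate | controls = DMSO-only wells and EC80 β-PEA-stimulated wells | reagent = EC80 β-phenethylamine stimulus | read-out basis = percent inhibition of PEA-evoked calcium signal, max/basal emission ratio | schedule = seeding 17-24 h prior, 75-min 37 °C, 30-min RT dye loading | signal = kinetic Fluo-8 calcium fluorescence measurement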
Numbers without * were called inactive; . = no result given.

SMILES	CHRM1 antagonist	OXTR agonist	TAAR1 ag	CHO parental Ca	M1 ag	OXTR potentiator	M1 PAM	V1R ag counter	TAAR1 antagonist
CC1Oc2ccccc2OC1(O)c1ccc2ccccc2n1 (configuration not stated)	-16	-0.7	0	-6	-3	-3	7	0.4	15
COC(=O)c1nc2n(n1)C(c1ccc(OC)c(OC)c1)C(C(=O)OC1CCCCC1)=C(C)N2 (configuration not stated)	14	1.4	6	-12	-1	-6	-3	0.8	11
CCCN(c1ccccc1F)S(=O)(=O)c1cc(-c2cc(C)no2)ccc1OC	4	-2.6	3	-10	-3	-12	-3	0.6	13
O=C(c1ccc(Cl)cc1)N1CCCC(C(=O)N2CCCCC2)C1 (configuration not stated)	-11	-0.9	0	-8	-6	6	9	-0.2	2
COc1ccccc1C1=NOC(C)(c2sc(-c3ccccc3)nc2C)C1 (configuration not stated)	13	-0.3	17	-28	-2	-3	-2	-0.1	11
Cc1ccc2oc3nc(C)c(C(=O)Nc4cccc(C(F)(F)F)c4)cc3c(=O)c2c1	-9	-0.7	.	-16	-4	-10	3	0.0	.
C/C(=N/NC(=O)CN1CCN(Cc2ccccc2Cl)CC1)c1ccncc1	2	0.1	2	-15	-13	-5	-3	0.7	9
Nc1ccccc1-c1ccn[nH]1	0	.	0	.	-2	.	4	.	8
CC(C)(C)NC(=O)C(c1ccc(O)cc1)N(C(=O)CCC(=O)Nc1nccs1)c1ccc(F)cc1 (configuration not stated)	-9	0.4	-1	-24	-6	-3	11	0.0	1
CCOC(=O)C1(Cc2ccc(OC)cc2)CCN(C(=O)CN2CCN(CC)CC2)CC1	-1	-0.3	6	-6	-10	-9	8	0.9	-4
Cc1cc(C)n(C2CC(=O)N(c3ccccc3)C2=O)n1 (configuration not stated)	-21	-0.5	3	2	-5	-1	6	0.5	6
O=C(N/N=C/c1ccc(Sc2nc3ccccc3[nH]2)o1)c1ccncc1	-6	-0.4	2	-10	-6	-1	7	0.3	-3
Cc1ccc(S(=O)(=O)N2CCSC2=Nc2ccccc2)cc1	.	-2.7	.	-7	.	-15	.	-0.1	.
Cn1c(SCC(=O)c2ccc(F)cc2)ncc(C(=O)Nc2ccccc2)c1=O	-7	0.3	1	-14	-1	-1	9	-0.1	-26
Cc1ccc(C(=O)NNC(=O)C2CCCN(c3ncccn3)C2)cc1 (configuration not stated)	8	-0.1	6	-9	-3	-3	-5	8.7	-7
CCC(C)NS(=O)(=O)c1ccc(OCC(=O)NCc2cccnc2)cc1 (configuration not stated)	-15	0.3	5	-4	-4	-10	-1	1.0	2
Oc1cccnc1SCc1ccccc1	-8	3.6	1	-10	-3	-12	10	2.5	-12
CC(=O)c1c(C)n(-c2ccccc2)c2ccc(O)cc12	6	0.9	1	-8	-2	-7	1	0.6	28
O=C(COC(=O)Cn1cnc2ccccc21)Nc1cccc(S(=O)(=O)N2CCOCC2)c1	-9	0.9	5	-1	-14	2	11	0.9	0
COc1cc(CNC(=O)c2cc(-c3cc(F)ccc3OC(C)C)n[nH]2)cc(OC)c1	11	.	0	.	-6	.	-8	.	25
COc1ccc(-n2c3c(cc(C(=O)NCc4ccco4)c2=O)C(=O)CC(C)(C)C3)cc1	-9	-0.8	-1	2	-5	-2	-1	-0.1	-2
O=C(CN1C(=O)NC2(CCCC2)C1=O)OCc1ccccc1	3	0.6	-1	-14	-5	-5	-1	0.7	-9
Cc1cc(N2CCN(C(=O)Nc3ccc(F)cc3F)CC2)c2ccccc2n1	0	-0.6	.	-8	-8	-9	0	0.7	.
Cn1c(=O)oc2cc(S(=O)(=O)N3CCC(C(=O)NCC4COc5ccccc5O4)CC3)ccc21 (configuration not stated)	-2	2.8	8	-11	0	-5	5	4.9	8
COC(=O)[C@H](CC(C)C)NC(=O)/C=C/[C@H]1O[C@@H](n2cc(C)c(=O)[nH]c2=O)C[C@@H]1O	-2	.	0	.	0	.	-9	.	-4

Remaining list, next part.
SMILES	CHRM1 antagonist	OXTR agonist	TAAR1 ag	CHO parental Ca	M1 ag	OXTR potentiator	M1 PAM	V1R ag counter	TAAR1 antagonist
COC(=O)[C@H]1C[C@@]2(O)CN(S(=O)(=O)c3ccc(C)cc3)C[C@@]2(OC(=O)NCc2ccc(OC)c(OC)c2)C[C@H]1C(=O)OC	-4	.	2	.	-3	.	3	.	-22
O=C(Cn1cnc2c(oc3nc4c(cc32)CCCC4)c1=O)Nc1ccccc1	-4	0.9	7	-2	-2	-3	6	1.0	-12
COc1ccc(-c2cc(-c3cccs3)c(C#N)c(SCC(=O)NCc3ccco3)n2)cc1	-9	0.4	.	-1	-2	0	6	0.8	.
CC1(C(=O)O)C=CCN1C(=O)c1ccccc1 (configuration not stated)	-3	1.2	10	4	0	1	5	1.2	0
COc1ccc(F)c(CN2CCCC(CNS(=O)(=O)c3cccc4cccnc34)C2)c1 (configuration not stated)	-7	-1.1	4	-3	-3	-21	1	1.3	-10
COc1cc(OC)c(C(=O)NCc2ccc3c(c2)OCO3)cc1OC	-14	-0.5	4	-10	-4	-6	8	0.5	-19
O=c1oc(CCO)cc2ccccc12	-5	0.9	1	17	-3	2	11	0.3	5
C/C(=N\NC(=O)c1cc(C)nc2ccccc12)c1ccc([N+](=O)[O-])cc1	5	-1.1	1	-12	-7	-14	-7	-0.4	-4
O=C(CN1Cc2ccccc2C1=O)Nc1ccc2c(c1)OCCO2	-21	0.6	1	-9	-2	-4	16	0.8	-25
CCOC(=O)CNC(=O)CSc1nc2ncc(Br)cc2[nH]1	-22	1.4	5	5	-4	-10	5	-0.4	-3
CCCCn1c(N)c(N(Cc2ccccc2OC)C(=O)c2cc(CC)c(C)s2)c(=O)[nH]c1=O	-13	-1.9	0	-21	-1	-7	13	0.2	-16
CC(OC(=O)CCC(=O)c1cccs1)C(=O)Nc1ccc(Cl)cn1 (configuration not stated)	-2	-1.9	-1	-16	-8	-5	4	1.3	13
COc1cc(/C=N\Nc2nc3ccccc3o2)cc(OC)c1OC	-5	1.8	4	-20	-8	-7	-4	0.8	5
COc1ccc(NC(=O)CSc2nnc(C3CCCCC3)n2N)cc1	-15	-0.8	0	-17	-1	-7	12	-2.0	-29
Cc1ccc(C(=O)Nc2c(C)cc(-c3ccc(Cl)cc3)oc2=O)cc1	-2	-0.3	8	-2	-1	-9	4	6.3	-5
O=C(NCc1ccccc1)c1cc[n+]([O-])cc1	-4	-0.3	4	-2	0	-4	5	0.4	8
CN(N=O)c1ccc(CC2CCc3ccccc32)cc1 (configuration not stated)	-5	.	11	.	-5	.	-1	.	21
CCn1cc(C2=NOC(C(=O)Nc3cccc(C(C)=O)c3)C2)c(C)n1 (configuration not stated)	-3	9.8	14	1	7	-13	-1	7.3	1
Cc1nn(-c2ccc(C(=O)N3CCN(S(=O)(=O)c4ccccc4C(F)(F)F)CC3)cc2)c(C)c1Cl	0	0.7	0	-25	-1	-7	6	0.0	-8
CC(C)(C)c1cc[n+](CC(=O)Nc2cc(C(F)(F)F)ccc2N2CCOCC2)cc1	-2	1.2	0	-3	-7	-6	1	-0.1	-3
Cc1noc(C)c1C(=O)OCC(=O)NC(=O)NC12CC3CC(CC(C3)C1)C2	12	-0.4	7	8	-3	-16	-3	1.9	-14
Cc1nc(N)c2c(Cc3cccc4ccccc34)nn(C(C)(C)C)c2n1	-8	0.1	47*	-43	-1	-14	5	6.7	-22
COCCSc1nnc(NC(=O)c2ccc(NC(=O)C(C)C)cc2)s1	-4	2.7	8	-26	-3	-10	6	0.8	-5
Nc1c(S(=O)(=O)c2cccs2)c2nc3ccccc3nc2n1/N=C/c1cccc(O)c1	12	2.4	11	3	4	-13	-1	1.2	52*
O=S(=O)(c1cc(Br)c(Cl)s1)N1CCCC1	-9	-2.8	9	-2	-8	-8	4	-1.3	-17

3 entries from above in another layout.
Fields – CHRM1 antagonist | OXTR agonist | TAAR1 ag | CHO parental Ca | M1 ag | OXTR potentiator | M1 PAM | V1R ag counter | TAAR1 antagonist
> CC(OC(=O)CCC(=O)c1cccs1)C(=O)Nc1ccc(Cl)cn1 (configuration not stated)
    -2 | -1.9 | -1 | -16 | -8 | -5 | 4 | 1.3 | 13
> COc1cc(/C=N\Nc2nc3ccccc3o2)cc(OC)c1OC
    -5 | 1.8 | 4 | -20 | -8 | -7 | -4 | 0.8 | 5
> COc1ccc(NC(=O)CSc2nnc(C3CCCCC3)n2N)cc1
    -15 | -0.8 | 0 | -17 | -1 | -7 | 12 | -2.0 | -29

More results:
SMILES	CHRM1 antagonist	OXTR agonist	TAAR1 ag	CHO parental Ca	M1 ag	OXTR potentiator	M1 PAM	V1R ag counter	TAAR1 antagonist
Cn1ncc(C#N)c1/N=C/N1CCCCC1	-2	1.5	1	7	-3	-8	8	1.6	-11
CCOC(=O)CCNC(=O)N1CCCC(Cc2ccccc2)(C(=O)OCC)C1 (configuration not stated)	-2	-1.4	1	-11	4	-2	16	-0.2	-19
CCc1cc(=O)oc2c3c(cc(OCC(=O)N[C@H](C(=O)O)[C@H](C)CC)c12)OC(C)(C)CC3	-13	-1.8	2	-4	1	-15	14	-0.1	7
CC1CC(=O)N(CC(=O)Nc2ccc(F)cc2F)c2ccccc2S1(=O)=O (configuration not stated)	-1	-0.4	4	-10	-1	-8	-1	0.4	-19
Cc1ccccc1CS(=O)(=O)CC(O)CN1CCCC1=O (configuration not stated)	-12	0.0	2	-5	-2	-11	8	0.9	-8
CCc1cc2cc(C)cc(C)c2nc1SCC(=O)N1CCCC1	-11	-1.8	-1	-18	-4	-2	8	-0.2	-6
O=C(Nc1cccc([N+](=O)[O-])c1)C1C2CCCCC21 (configuration not stated)	-19	.	2	.	-3	.	-1	.	-15
CC(Oc1ccc2c(-c3ccccc3)cc(=O)oc2c1)C(=O)NCCN1CCOCC1 (configuration not stated)	-5	3.7	2	-18	-1	-4	3	2.5	-2
CCCNC(=O)N1CCN(S(C)(=O)=O)CC1	-12	0.8	4	0	-5	1	6	0.2	-6
CC(=O)OC[C@@H]1CN(Cc2ccccc2)C[C@H](n2cnc3c(N4CCN(c5ccccc5)CC4)ncnc32)O1	13	.	-1	.	-3	.	-5	.	26
O=C(CN(Cc1ccccc1Cl)C(=O)c1csnn1)NCc1ccc2c(c1)OCO2	-12	0.0	2	-24	1	-6	13	1.1	-2
Cc1ccc(NC(=O)CN(C)C(=O)c2cccc(S(=O)(=O)N3CCc4ccccc4C3)c2)cc1	-10	.	-2	.	-8	.	3	.	-1
Cc1noc(NS(=O)(=O)c2ccc(NC(=O)c3oc4ccc(Cl)cc4c3C)cc2)c1C	-13	0.2	2	0	0	-3	-3	1.9	-25
